BoNT A protease: BoNT A light chain protease inhibition | multiplex microsphere protease substrate cleavage, flow cytometry | inhibition, % at 10 µM | actives 0.17% (n = 360,000) | AID 588499; also: plate controls were buffer without enzyme for full effect and enzyme alone for no effect
FadD28 binding: M. tuberculosis FadD28 bisubstrate binding inhibition. FadD28 bisubstrate probe binding, fluorescence polarization. inhibition, % at 12.5 µM. actives 0.22% (n = 360,000); in the data active = inhibition above about 8.5%, passing the limit was not always enough; inconclusive = no clear call, values can overlap the other calls
CCHF vOTU inh: blocks the CCHF virus ovarian tumor domain protease; CCHFV vOTU protease, Pep-AMC fluorescence; inhibition, % at 11.5 µM; actives 0.55% (n = 370,000); AID 651958; in the data active = inhibition above about 30%; also: 0% = vehicle wells with enzyme and 100% = no enzyme wells
PrPC surface inh: cell surface PrPC inhibition, primary TR-FRET screen | actives 0.43% (n = 370,000) | inhibition, % at 13.8 µM | TR-FRET read-out; in the data active = inhibition above about 24%; also: 0% = median of the test wells and 100% = reference compound wells
BoNT-F LC inh: blocks Botulinum neurotoxin F light chain protease. Multiplex microsphere protease cleavage assay, flow cytometry. inhibition, % at 10 µM. AID 588497. actives 0.22% (n = 360,000); in the data active = inhibition above about 35%, passing the limit was not always enough; inconclusive = no clear call, values can overlap the other calls; also: plate controls were buffer without enzyme for full effect and enzyme alone for no effect
Y pestis TopoI: blocks Yersinia pestis topoisomerase I activity. activity, % at 10 µM. Y. pestis Topo-I cleavage product accumulation, plate reader. actives 0.064% (n = 360,000). AID 504884; in the data active = activity above about 50%, passing the limit was not always enough; inconclusive = no clear call, values can overlap the other calls; also: inactives centre near 2
TcdB inh: inhibitors of Clostridioides difficile toxin B glycohydrolase. TcdB glycohydrolase enzymatic assay, plate reader. inhibition, % at 9.99 µM. actives 0.24% (n = 350,000). P18177; in the data active = inhibition above about 10%
Anthrax LF inh2: inhibitors of Bacillus anthracis lethal factor protease | multiplex microsphere protease cleavage assay, LF | actives 0.12% (n = 360,000) | inhibition, % at 10 µM; also: plate controls were buffer without enzyme for full effect and enzyme alone for no effect
Target sequence (P15917 whole entry, looked up): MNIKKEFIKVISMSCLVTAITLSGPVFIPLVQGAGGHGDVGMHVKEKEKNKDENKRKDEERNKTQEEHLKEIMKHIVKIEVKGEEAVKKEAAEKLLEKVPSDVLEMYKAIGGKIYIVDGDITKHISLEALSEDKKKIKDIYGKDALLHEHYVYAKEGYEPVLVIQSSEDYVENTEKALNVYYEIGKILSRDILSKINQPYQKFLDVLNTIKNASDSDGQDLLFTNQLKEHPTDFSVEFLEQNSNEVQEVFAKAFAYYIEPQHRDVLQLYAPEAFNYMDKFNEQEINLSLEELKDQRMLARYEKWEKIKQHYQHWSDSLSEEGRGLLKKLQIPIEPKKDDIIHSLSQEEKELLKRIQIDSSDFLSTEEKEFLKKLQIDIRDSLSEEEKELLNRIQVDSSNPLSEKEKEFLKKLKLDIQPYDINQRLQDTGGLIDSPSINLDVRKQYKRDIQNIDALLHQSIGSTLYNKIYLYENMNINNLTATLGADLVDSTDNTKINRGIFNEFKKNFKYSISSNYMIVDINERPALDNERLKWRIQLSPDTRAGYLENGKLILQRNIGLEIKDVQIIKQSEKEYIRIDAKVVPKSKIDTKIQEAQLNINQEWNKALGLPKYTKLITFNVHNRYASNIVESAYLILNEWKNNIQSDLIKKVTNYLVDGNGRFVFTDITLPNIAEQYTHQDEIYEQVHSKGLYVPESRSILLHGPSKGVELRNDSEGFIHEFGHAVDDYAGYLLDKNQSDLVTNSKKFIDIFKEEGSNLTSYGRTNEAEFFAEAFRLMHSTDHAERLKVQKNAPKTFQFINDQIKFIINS
PfHsp40 rescue: restores yeast growth despite PfHsp40 toxicity; S. cerevisiae expressing PfHsp40, growth rescue, ATP luminescence; growth rescue, % at 12.5 µM; actives 0.68% (n = 340,000); in the data active = growth rescue above about 28%, passing the limit was not always enough; inconclusive = no clear call, values can overlap the other calls;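 also: yeast W303a lacking pdr1 and pdr3 grown in galactose medium; growth measured after three days at 30 °C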
* hit, by the source's call; u = inconclusive; x = not tested or not shown. Rule as the data show it, unless noted: active = inhibition above about 30%; inconclusive = no clear call, values can overlap the other calls; inactive = below that.

1	Cc1cccc2nc3c(nc12)-c1ccccc1C3=O
2	CCCC(=O)Nc1nnc(-c2cccc(OCC)c2)s1
3	O=C(Nc1cc(S(=O)(=O)N2CCOCC2)ccc1OCC(F)(F)F)C1=COCCO1
4	O=C(COC(=O)c1ccc([N+](=O)[O-])o1)Nc1cccc2ccccc12
5	CC1=C2C(=O)C3C(CC=C4CC(OC5OC(O)C(O)C(O)C5CO)CCC43C)C2CCC12OC1CC(C)CNC1C2C (configuration not stated)
6	N#Cc1c(-c2ccccc2)ccnc1N1CCOCC1
7	COc1ccc(OC)c(NC(=O)CCNC(=O)Cn2cnc3ccccc3c2=O)c1
8	C/C(=N\NC1=N[C@H]2CS(=O)(=O)C[C@H]2S1)c1ccccc1
Screen / compound no.,1,2,3,4,5,6,7,8
Anthrax LF inh2,-3.1,1.7,4.1,-1.0,2.1,-2.5,1.3,2.5
FadD28 binding,-2.6,-3.6,-2.0,-2.1,1.3,-0.5,-0.9,-0.4
PrPC surface inh,4.0,6.6,-5.6,-30.5,-7.0,0.7,5.9,7.8
PfHsp40 rescue,0.2,0.0,0.0,80.4*,0.4,-0.4,-0.3,x
BoNT A protease,u,0.2,2.1,0.9,0.1,1.0,0.6,-0.1
CCHF vOTU inh,3.4,12.5,4.5,18.7,-3.5,-21.5,-13.2,7.0
BoNT-F LC inh,u,19.5,5.2,0.8,-1.3,-2.6,-0.2,-0.3
TcdB inh,0.8,x,0.6,0.4,0.6,0.0,0.6,-0.1
Y pestis TopoI,-10.8,-7.8,-3.9,-7.3,2.5,-2.1,-0.5,1.8

9	Cc1ccccc1OCC(=O)OCC(=O)NCc1cccs1
10	Cc1ccc(C)c(S(=O)(=O)NCC(c2ccc3c(c2)OCO3)N2CCOCC2)c1 (configuration not stated)
11	O=C1[C@@H]2[C@H](C(=O)N1Cc1ccco1)[C@H]1C=C[C@@H]2C1
12	CCOC(=O)CCc1c(C)c2ccc(OCc3cc([N+](=O)[O-])ccc3OC)cc2oc1=O
13	CC(=O)Nc1ccc(NC(=O)C(C)OC(=O)c2ccc3c(c2)OCCO3)cc1 (configuration not stated)
14	CC(=O)NN1C(=O)/C(=C2/Sc3ccc(Cl)cc3N2C)SC1=S
15	CCn1c(C)c(C(C)=O)c(N2CCN(C(c3ccccc3)c3ccccc3)CC2)nc1=S
16	Cc1onc(-c2c(Cl)cccc2Cl)c1C(=O)N1C(C)CCCC1C (configuration not stated)
Screen / compound no.,9,10,11,12,13,14,15,16
Anthrax LF inh2,-2.1,x,0.4,-0.6,-5.1,5.8,0.5,2.8
FadD28 binding,-4.7,-3.3,-2.7,-2.3,0.0,-0.5,-4.8,-2.8
PrPC surface inh,-1.5,-1.7,-3.5,1.1,-0.6,-9.2,-1.2,5.5
PfHsp40 rescue,0.8,-1.2,0.2,-1.6,0.1,-1.6,-0.6,-1.2
BoNT A protease,0.4,x,-1.0,-0.7,-0.6,0.0,6.0,-2.6
CCHF vOTU inh,-0.5,-11.3,-0.1,-3.9,-4.8,-7.2,-0.3,5.8
BoNT-F LC inh,-0.7,x,-11.5,-6.2,-0.9,7.7,-4.3,6.3
TcdB inh,x,2.0,x,x,-0.8,-0.1,1.8,0.7
Y pestis TopoI,3.7,14.6,5.0,-5.3,1.8,16.3,20.3,6.1

17	N#C/C(=C(/O)c1ccc(-c2cccc([N+](=O)[O-])c2)o1)c1nc2ccccc2s1
18	CC(=O)c1cc(F)c(N2CCCCCC2)cc1C
19	Cn1c(SCc2ccc(Cl)cc2)nnc1-c1ccc2nonc2c1
20	N#CNC(=Nc1cccc(Cl)c1)Oc1ccccc1
21	O=Cc1cccnc1SCc1ccccc1
22	O=C(COc1ccc(C(=S)N2CCOCC2)cc1)N1CCCC1
23	COc1ccc(C(=O)NNC(=O)C(Cc2ccc(O)cc2)NC(=O)c2ccccc2NC(=O)c2ccc(OC)cc2)cc1 (configuration not stated)
24	OC1CCN(c2c3c(nc4cc(-c5ccc(Cl)cc5)nn24)CCC3)CC1
Screen / compound no.,17,18,19,20,21,22,23,24
Anthrax LF inh2,6.0,5.3,-0.4,1.7,1.3,-3.0,-1.0,-2.5
FadD28 binding,0.1,-1.7,-0.5,0.9,-1.7,-1.1,-6.8,-0.4
PrPC surface inh,-2.8,4.3,70.0*,-2.0,-0.2,4.2,119.0*,-10.5
PfHsp40 rescue,0.5,0.2,-0.6,-0.8,-1.4,-0.5,-0.1,0.0
BoNT A protease,1.5,1.7,u,0.8,0.3,-0.2,-0.2,-0.1
CCHF vOTU inh,-1.3,22.4,-6.2,-2.1,-4.4,-5.0,10.2,0.2
BoNT-F LC inh,4.3,u,u,2.8,1.1,-0.1,6.9,-11.2
TcdB inh,-0.3,x,1.1,0.5,-0.6,x,x,x
Y pestis TopoI,2.8,13.2,2.5,6.5,-5.2,-0.8,4.9,-7.5

In a second layout: results already given
(21) O=Cc1cccnc1SCc1ccccc1
  Anthrax LF inh2 = 1.3
  FadD28 binding = -1.7
  PrPC surface inh = -0.2
  PfHsp40 rescue = -1.4
  BoNT A protease = 0.3
  CCHF vOTU inh = -4.4
  BoNT-F LC inh = 1.1
  TcdB inh = -0.6
  Y pestis TopoI = -5.2

(22) O=C(COc1ccc(C(=S)N2CCOCC2)cc1)N1CCCC1
  Anthrax LF inh2 = -3.0
  FadD28 binding = -1.1
  PrPC surface inh = 4.2
  PfHsp40 rescue = -0.5
  BoNT A protease = -0.2
  CCHF vOTU inh = -5.0
  BoNT-F LC inh = -0.1
  TcdB inh = x
  Y pestis TopoI = -0.8

Later entries.
25	Cn1c(N)c(C(=O)COC(=O)CC2CC3CCC2C3)c(=O)n(C)c1=O (configuration not stated)
26	CCOc1ccc(S(=O)(=O)NCCC(=O)NCC(c2ccc(F)cc2)N2CCOCC2)cc1 (configuration not stated)
27	CCOc1ccccc1NC(=O)C1CCN(S(=O)(=O)c2cccc3cccnc23)CC1
28	COc1ccc(CCC(=O)NC2CCCN(Cc3ccc(Cl)cc3)C2)cc1OC (configuration not stated)
29	Cc1cccc(OCCC(=O)Nc2ccc(F)c(F)c2)c1
30	O=C(NC1CC1)c1cccc(NC(=O)C2CCCCC2)c1
31	Nc1c(-c2ccc(Cl)cc2)nnn1-c1ccccc1
32	Clc1cccc(N2CCN(CCNc3nc4ccccc4n4cnnc34)CC2)c1
Screen / compound no.,25,26,27,28,29,30,31,32
Anthrax LF inh2,-0.7,0.4,-11.6,-5.7,-3.8,1.6,4.0,0.1
FadD28 binding,-2.4,0.4,-1.1,-0.9,-1.6,-1.2,-1.2,-4.5
PrPC surface inh,-5.7,-5.5,-2.9,-6.3,3.7,4.6,-4.9,x
PfHsp40 rescue,-0.2,0.5,-1.6,0.3,3.3,-0.2,-0.5,0.2
BoNT A protease,-0.1,5.7,-0.3,-6.9,-0.2,-0.8,-0.1,0.3
CCHF vOTU inh,-6.0,-2.4,6.6,1.1,4.5,-5.4,4.6,x
BoNT-F LC inh,-1.7,13.1,-1.9,u,-2.3,-9.2,-2.0,-3.1
TcdB inh,0.0,0.3,-0.2,1.1,1.2,1.1,x,x
Y pestis TopoI,9.8,-5.6,28.1,-7.9,-3.0,1.4,2.9,8.6

33	CCN(CC)C(=O)C1CCCN(C(=O)c2ccc3nc(-c4cccc(OC)c4)oc3c2)C1 (configuration not stated)
34	CCCOc1ccc(N/C=C/C(=O)c2cc(OC)c(OC)c(OC)c2)cc1
35	COc1ccc(CCNC(=O)CC(c2ccccc2)c2cccc(C)c2O)cc1OC (configuration not stated)
36	CC(=O)Nc1ccc(OCC(=O)Nc2ccc(Cl)c(S(=O)(=O)N3CCOCC3)c2)cc1
37	COc1ccc(CC(=O)NNC(=S)Nc2ccccc2)cc1Br
38	Cc1ccccc1NS(=O)(=O)c1ccc(C(=O)NCCCN2CCOCC2)cc1
39	Cc1ccn2c(CN(C)CCn3nc(C)cc3C)c(C(=O)N3CCCCCC3)nc2c1
40	CNc1nc(NCc2ccc(N(C)C)cc2)c2sccc2n1
Screen / compound no.,33,34,35,36,37,38,39,40
Anthrax LF inh2,5.0,-9.2,-2.5,-3.4,-3.0,-1.3,-3.4,-6.8
FadD28 binding,-1.8,-3.0,-5.4,-2.6,-2.7,-1.1,0.1,-3.1
PrPC surface inh,7.0,0.9,15.9,18.6,-1.8,0.8,0.7,x
PfHsp40 rescue,x,-0.7,1.4,x,5.5,-0.4,-1.8,x
BoNT A protease,0.0,-3.0,-2.4,0.2,-0.1,6.2,-0.8,0.0
CCHF vOTU inh,13.1,-4.0,-10.9,1.5,10.7,2.6,-1.7,x
BoNT-F LC inh,-3.5,-9.9,-8.4,-1.7,-11.5,3.1,0.8,-6.9
TcdB inh,2.0,-0.3,0.4,1.1,x,-2.2,-0.2,x
Y pestis TopoI,18.8,13.6,25.5,-7.7,-4.1,-7.5,17.1,-5.8

41	COc1ccc(C(=O)COC(=O)CN2C(=O)C3CC=CCC3C2=O)c(OC)c1 (configuration not stated)
42	O=C(NCCN1CCOCC1)/C(=C\c1ccccc1F)NC(=O)c1ccccc1
43	CC(C)C[C@H]1CNC(=S)N1C[C@H]1CCCN1C[C@H](Cc1ccc(O)cc1)N1C[C@H](Cc2ccccc2)N(CC2CCCCCC2)C1=S
44	COc1ccc(-c2nn(-c3ccccc3)cc2/C=N/NC(=O)c2cccc(S(=O)(=O)Nc3ccccc3Cl)c2)cc1
45	COCc1cc(C)nc2sc(C(=O)Nc3cccc(OC)c3)c(N)c12
46	COC(=O)c1ccc(NC(=S)NC2CCCCC2)cc1
47	O=C(COC(=O)CCC1CCCC1)Nc1ccc(Cl)cn1
48	Cc1ccc(-c2nc3ccc(C)cn3c2Cc2ccccn2)cc1
Screen / compound no.,41,42,43,44,45,46,47,48
Anthrax LF inh2,-3.8,-0.5,0.2,0.0,-2.5,-2.6,-0.7,0.1
FadD28 binding,-4.0,-2.8,-1.7,-1.8,1.2,-3.7,-1.3,x
PrPC surface inh,-2.9,-19.1,6.6,5.5,1.7,9.1,2.4,-10.1
PfHsp40 rescue,-1.6,0.5,x,2.1,0.7,0.1,1.1,x
BoNT A protease,-1.4,-1.5,0.2,-0.3,-0.1,-1.8,-1.1,-0.9
CCHF vOTU inh,-5.6,8.2,5.8,-0.8,-0.7,-3.6,-4.0,-5.2
BoNT-F LC inh,-18.1,-7.2,-4.8,-2.0,u,-6.0,-1.1,0.2
TcdB inh,1.8,1.1,0.2,1.4,1.4,x,x,2.7
Y pestis TopoI,4.0,-2.6,x,-1.6,24.6,2.3,12.9,x

49	O=C(Nc1ncc([N+](=O)[O-])s1)c1ccccc1Br
50	CCOC(=O)C1CCN(S(=O)(=O)c2ccc3c(c2)NC(=O)C(C)C(=O)N3)CC1 (configuration not stated)
51	Cn1nc(C(=O)N2CCOCC2)c([N+](=O)[O-])c1C(=O)N1CCOCC1
52	c1ccc(N2CCN(c3nc4cc5c(cc4s3)OCCO5)CC2)cc1
53	COC(=O)c1[nH]c(=O)c2ccccc2c1OCc1ccccc1
54	CCC(=O)Nc1ccc(-c2ccc(N3CCN(C)CC3)nn2)cc1
55	N/C(=N\OC(=O)CCN1C(=O)c2ccccc2C1=O)c1ccccn1
56	Cc1cccc(C)c1NC(=O)CN(C)C(=O)/C=C/c1cccs1
57	CCOc1ccccc1NC(=O)CSc1nnc(C2CC2)n1CC
Screen / compound no.,49,50,51,52,53,54,55,56,57
Anthrax LF inh2,0.9,1.3,-1.6,-10.3,-5.0,-1.2,-5.5,0.4,1.4
FadD28 binding,0.4,-4.3,-1.7,-1.6,-2.3,0.6,-2.3,-3.8,-0.7
PrPC surface inh,-16.6,2.1,0.8,1.2,-1.8,x,8.5,-0.2,-0.2
PfHsp40 rescue,2.9,0.4,0.6,0.2,0.8,1.9,0.6,0.5,0.1
BoNT A protease,1.6,0.1,0.2,-0.4,0.4,1.3,-0.6,0.4,-4.2
CCHF vOTU inh,-7.1,-7.1,-10.9,-4.2,-5.3,x,7.6,5.6,7.1
BoNT-F LC inh,u,3.3,4.4,-8.3,0.6,-2.5,-1.2,1.2,23.8
TcdB inh,1.2,1.0,1.0,x,x,x,1.6,0.4,0.7
Y pestis TopoI,-3.0,-6.1,0.3,3.4,7.7,-0.4,1.9,-1.2,-4.0

Bioassay records as filed in PubChem BioAssay.
